# Screening results: PubChem, National Center for Advancing Translational Sciences (NCATS)
# ATXN2 expr inh = Primary qHTS for Inhibitors of ATXN expression. HEK-293 ATXN2-luciferase reporter, luminescence, 24 h. Potency, µM (doses to about 57 µM), without a hit: at the highest dose activity change, negative = inhibition, most hits filed as inhibitors. 360,000 compounds, 0.72% hits. AID 1745845, 2022; note: potency is the fitted concentration of half-maximal effect; % is set by controls: 0 for no effect and ±100 for the full control effect; nearly all actives have a fitted effect of over 55% in size
#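 ATXN2-luciferase reporter cells (luciferase flanked by upstream and downstream ATXN2 gene portions) were treated 24 h at 37 °C with compounds at up to 57 uM. SteadyGlo luminescence gave expression; GF-AFC fluorescence gave viability.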
# TGFb inhibitor = qHTS for Inhibitors of TGF-b; 410,000 compounds, 1.2% hits; HepG2 CAGA-GFP TGF-b/SMAD3 reporter, GFP fluorescence, 18 h; TGF-beta stimulated, 500 pg/mL final; Potency, µM (series often up to 46.1 µM), for the others: at the top dose activity, negative = inhibition, usual class: inhibitors; note: potency is the fitted concentration of half-maximal effect; % is set by controls: 0 for no effect and ±100 for the full control effect; nearly all actives have a fitted effect of over 65% in size
#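 HEPG2 CAGA-GFP reporter cells (1000/well, DMEM with 1% FBS) received compounds, then recombinant TGF-beta at 500 pg/mL final for 18 hours at 37 degrees C. Per-cell GFP summed per well was normalised to unstimulated and stimulated DMSO controls before curve fitting.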
# A549 tox = Nrf2 qHTS screen for inhibitors: counterscreen for cytotoxicity; 390,000 compounds, 0.16% hits; Potency, µM (highest dose often 46 µM), without a hit: top-dose activity change, negative = cytotoxicity, usual class: inhibitors; A549 ARE-Fluc cells, CellTiter-Fluor viability, 18-24 h; note: potency is the fitted concentration of half-maximal effect; % is set by controls: 0 for no effect and ±100 for the full control effect
#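 A549 ARE_Fluc cells in 5% FBS OPTI-MEM were exposed to compounds in concentration-response for 18-24 h at 37 deg C. Viability was read by CellTiter-Fluor fluorescence (Ex 405/Em 525) after 30 min, before the luciferase read.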
# Nrf2 activator = qHTS of Nrf2 Activators; AID 624171, 2012; AREc32 ARE-luciferase reporter (MCF7-derived line), luminescence, 24 h; 410,000 compounds, 0.31% hits; Potency, µM (doses to about 46.1 µM), for inactives: at the top dose activation, usual class: activators; note: potency is the fitted concentration of half-maximal effect; % of control where 0% means no effect; nearly all actives have a fitted effect of over 65% in size
#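 ARE activation measured as luciferase luminescence (Steady-Glo, 30 min RT) in AREc32_Fluc cells after 24 hr compound exposure at 37 deg C, 5% CO2; cells seeded overnight at 1000/well in OPTI-MEM, 5% FBS.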
# MCF10A rereplic = A quantitative high throughput screen for small molecules that induce DNA re-replication in MCF 10a normal breast cells; MCF 10A DNA re-replication, Hoechst nuclear intensity, 48 h; Potency, µM (doses to about 46.1 µM), inactives show at the top dose activity, positive = re-replication, usual class: activators; 350,000 compounds, 2.9% hits; AID 624296, 2012; note: potency is the fitted concentration of half-maximal effect; % of control where 0% means no effect; nearly all actives have a fitted effect of over 50% in size
# ATXN viability = Viability Counterscreen for Primary qHTS for Inhibitors of ATXN expression; S2 cells (HEK-293 line with an ATXN2-luciferase reporter) viability, CellTiter-Fluor protease fluorescence, 24 h; Potency, µM (highest dose often 56.7 µM), most hits filed as cytotoxic; 400,000 compounds, 0.49% hits; AID 651635, 2014; note: potency is the fitted concentration of half-maximal effect; nearly all actives have a fitted effect of over 40% in size
# Nrf2 block = Nrf2 qHTS screen for inhibitors | A549 ARE-Fluc reporter, luciferase luminescence, 18-24 h | Potency, µM (top dose mostly 46 µM), without a hit: at the top dose activity change, negative = inhibition, usual class: inhibitors | 360,000 compounds, 2.1% hits | AID 504444, 2011; note: potency is the fitted concentration of half-maximal effect; % is set by controls: 0 for no effect and ±100 for the full control effect; nearly all actives have a fitted effect of over 60% in size
#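 In this cell-based qHTS, ARE-driven firefly luciferase in A549 cells reports Nrf2 activity; the luminescent signal after BugLite lysis is the measured value, with a prior CellTiter-Fluor read for cell health.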
# IL1B secr inh = qHTS for Inhibitors of Inflammasome Signaling: IL-1-beta AlphaLISA Primary Screen | THP-1 LPS/ATP IL-1B secretion, AlphaLISA, 16 h; active compounds read low | activity change, % at 57.5 µM | 360,000 compounds, 4.7% hits | AID 743279, 2014; in the data active = activity change below about -50%; inconclusive = mostly about -30% to -49%; note: % is set by controls: 0 for no effect and ±100 for the full control effect
#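 THP-1 cells pretreated 1 hr with compounds (up to 57.5 uM final), then stimulated with LPS (250 ng/mL final) plus ATP (1.25 mM final); secreted IL-1B measured by AlphaLISA after 16 hr, decreased signal indicating inhibition.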
# HepG2 tox = qHTS for Inhibitors of TGF-b: Cytotox Counterscreen; HepG2 CAGA-GFP viability, ATP luminescence, 18 h; Potency, µM (top dose mostly 46.1 µM), for the others: top-dose activity change, negative = cytotoxicity, most hits filed as cytotoxic; 410,000 compounds, 0.76% hits; AID 588856, 2011; note: potency is the fitted concentration of half-maximal effect; some results filed as inactive show a strong effect at the top dose
#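 CellTiter-Glo luminescence gave cytotoxicity after 18 hours at 37 degrees C. The cells were HepG2 CAGA-GFP in 1% FBS DMEM, stimulated with 500 pg/mL TGF-beta after compound addition. %Activity was normalised to no-cell wells (complete cell-killing) and DMSO (no toxicity), and curves were fitted and classified.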
# An asterisk follows results filed as active; i = inactive; ? = inconclusive; . = not tested or not shown; [ ] = remark or other dose. Unless noted, calls come from the whole dose curve; as a rule, active = well fitted curve in the direction sought with a large enough effect; inconclusive = small, poorly fitted or top-dose-only effect, or another doubt; inactive = no such curve, though single readings can be large; an effect the other way counts as inactive or inconclusive. Rows are unselected (roughly 8.8% active in at least one column).
SMILES,ATXN2 expr inh,TGFb inhibitor,A549 tox,Nrf2 activator,MCF10A rereplic,ATXN viability,Nrf2 block,IL1B secr inh,HepG2 tox
Cc1nc(-c2ccccc2)nn1-c1ccc([N+](=O)[O-])cc1,54%[activator],4%,0%,6.4%,0%,i,?,53,-6%
CCCCCC(O)(CCCCC)C(=O)NNc1ccccc1,-16%,4%,-11%,1.8%,-3%,i,-20%,0,-2%
COc1cccc(C(C(=O)NC(C)(C)C)N(C(=O)CCC(=O)Nc2cc(C)on2)C(C)(C)C)c1OC (stereo unspecified),-5%,1%,-1%,-0.5%,-22%,i,10%,0,3%
Cc1[nH]nc2nc(SCC(=O)NC3CCCCC3)n(-c3ccc(Br)cc3)c(=N)c12,13µM*,-24%,?,0.3%,12µM*,20µM*,18µM*,51,6%
O=C(O)CCn1cc(C2CC(c3ccccc3)=NN2c2ccccc2)c(-c2ccccc2)n1 (stereo unspecified),-1%,-16%,0%,-0.1%,12µM*,i,8%,10,-17%
CC(=O)/C(=N/Nc1ccc(Br)cc1)N1CCCc2ccccc21,-19%,?,12%,0.0%,21%,i,-8%,-21,6%
Nc1nc2ccc(C(=O)NCCOC(=O)C3CCCCC3)cc2s1,.,8%,3%,0.4%,10%,i,1%,-16,-38%
COc1cccc(CNC(=O)c2cc3c(=O)n(Cc4cccnc4)ccc3nc2C)c1,?,?,5%,6.4%,.,i,?,.,-7%
NCCN1CCN(S(=O)(=O)c2ccc([N+](=O)[O-])cc2)C=C1c1ccc(Cl)cc1,5%,-12%,-2%,1.0%,-4%,i,7%,-7,-20%
Cc1ccc2c(CN3CCC(C)CC3)cc(=O)oc2c1C,77%[activator],-8%,0%,0.7%,-6%,i,?,-5,-14%
CCOc1ccc(CNC(=O)CN2C(=O)CCn3nc(-c4cn(C)c5ccccc45)cc32)cc1OC,4%,10%,?,-1.1%,.,i,.,.,6%
CN(/N=C/c1ccc2c(c1)OCO2)c1nc(N2CCOCC2)nc(N2CCOCC2)n1,-1%,0%,18%,2.5%,-5%,.,17%,42,1%
Cc1cc(NC2=CC(=O)C(=O)c3ccccc32)no1,-36%,?,?,-1.9%,13µM*,?,?,-101*,-91%
O=C(NC1CCCCC1)C(c1ccccc1F)N(Cc1ccco1)C(=O)Cn1nnc2ccccc21 (stereo unspecified),-7%,-3%,-14%,-0.7%,6%,i,-15%,-7,9%
O=C1[C@H](Cc2ccccc2)NCC=CC[C@@H](c2ccc(Cl)cc2)N1Cc1ccc(Cl)cc1,?,?,-21%,-1.2%,?,.,?,-60*,-91%
Cn1c(=O)c2ncn(CC(=O)Nc3nc(-c4ccc(Cl)cc4)cs3)c2n(C)c1=O,.,2%,-4%,3.4%,?,i,?,31,-6%
Cc1cc(=O)oc2cc(OCC(=O)OCc3nnc(-c4ccccc4)o3)ccc12,-2%,43%[activator],-5%,-0.3%,1%,i,12%,8,4%
COc1ccc(NC(=O)c2sc3nc[nH]c(=O)c3c2C)cc1Cl,.,-3%,-3%,1.1%,.,.,.,.,-17%
COCCNC(=O)C12CC3CC(CC(Cl)(C3)C1)C2,-7%,-2%,9%,0.1%,3%,i,-3%,0,-2%
O=C(NCC1CCCN1S(=O)(=O)c1cccs1)c1cccc([N+](=O)[O-])c1 (stereo unspecified),-12%,0%,2%,-0.3%,4%,i,-12%,-13,3%

# Next part; the last two above are carried over.
SMILES,ATXN2 expr inh,TGFb inhibitor,A549 tox,Nrf2 activator,MCF10A rereplic,ATXN viability,Nrf2 block,IL1B secr inh,HepG2 tox
COCCNC(=O)C12CC3CC(CC(Cl)(C3)C1)C2,-7%,-2%,9%,0.1%,3%,i,-3%,0,-2%
O=C(NCC1CCCN1S(=O)(=O)c1cccs1)c1cccc([N+](=O)[O-])c1 (stereo unspecified),-12%,0%,2%,-0.3%,4%,i,-12%,-13,3%
CCC1NC(=O)c2cc3ccccc3cc2-n2c1nc1cc(C)cc(C)c1c2=O (stereo unspecified),4%,2%,.,-0.5%,.,i,.,15,-29%
CN(C(=O)c1cccc(NC(=O)Cc2ccc(NC(=O)C3CCN(C(=O)C4CC4)CC3)cc2)c1)C1CCCC1,6%,-3%,0%,0.6%,?,i,-8%,-7,-8%
O=C(CSc1ncn[nH]1)c1ccccc1,21%,-2%,-11%,0.2%,-2%,i,24%,11,1%
Cc1nc(N2CCOCC2)[nH]c(=O)c1C(O)C(Cl)(Cl)Cl (stereo unspecified),.,25%,-7%,-0.8%,-3%,i,-6%,8,28%
Cc1ccc2nc(SCC(=O)Nc3ccc4c(c3)OCCO4)nc(=O)n2c1,1%,7%,2%,2.2%,8%,i,?,-1,-17%
O=C(O)c1ccc([N+](=O)[O-])cc1Sc1ccsc1,3%,?,0%,0.1%,6%,i,-5%,4,-13%
Cn1nnc(NC(=O)c2cccc(OCc3ccccc3)c2)n1,3%,-14%,11%,-0.7%,-9%,i,20%,27,-8%
Cn1nc(C(=O)Nc2c(-c3ccccc3)nc3sccn23)c2ccccc2c1=O,46%[activator],2%,-7%,?,2%,i,-3%,32,-3%
COc1ccccc1N1CCN(C(=O)C2CCN(S(=O)(=O)c3ccc(Cl)cc3)CC2)CC1,1%,-24%,-9%,-0.7%,-1%,i,-20%,-18,-1%
COc1ccc(NC(=O)CSc2nnc3ccc(-c4ccccn4)nn23)c(OC)c1,2%,-14%,-3%,-0.6%,5%,i,-10%,16,5%
CCOC(=O)c1nn(-c2ccc(OCC)cc2)c(C)c1C(C)=O,-1%,-20%,-17%,0.3%,3%,i,?,12,21%
O=C1C2CC=CCC2C(=O)N1c1nc2n(n1)C(c1ccccc1)CC(c1ccccc1)N2 (stereo unspecified),-4%,-40%,2%,-0.4%,1%,i,17%,15,13%
Cn1c(CNC(=O)CNS(=O)(=O)c2ccccc2)cc(=O)n(C)c1=O,14%,6%,6%,-0.8%,4%,i,20%,11,3%
CCOC(=O)C1CCN(C(=S)Nc2cccc(C)c2C)CC1,-1%,-6%,11%,-0.2%,-43%[inhibitor],i,4%,0,-38%
Cc1cc(Cl)ccc1OCCCC(=O)NCc1ccncc1,1%,?,6%,0.3%,2%,i,-5%,-7,-41%
CCC(C)NC(=O)C(=O)NC1CCCC1 (stereo unspecified),-33%[11.3 µM],0%,10%,0.6%,1%,i,26%,-3,-9%
O=C1/C(=C/c2cccnc2)N=C2CCCCCN12,.,7%,-3%,-0.1%,-4%,i,0%,-6,4%
CCOc1cc(/C=C2\C(=O)ON=C2c2ccccc2)cc(Br)c1O,?,-19%,?,2.5%,9.2µM*,?,?,-104*,4%
O=C(O)COc1c(Cl)cc(/C=C2/NC(=O)NC2=O)cc1Br,8%,5%,7%,0.4%,0%,.,-12%,-17,-15%
COc1cccc(Nc2nc3ccccc3nc2-n2nc(C)cc2C)c1,3%,-4%,1%,-0.3%,7%,i,4%,0,-16%
Cc1cc(N2C(=O)C3C4CC(c5ccccc5)C(C4)C3C2=O)no1 (stereo unspecified),-15%[11.3 µM],9%,-1%,-0.4%,5%,i,-29%,17,3%
Cc1c(Cl)cccc1-n1c(-c2cccnc2)n[nH]c1=S,10%,2%,-1%,-0.9%,2%,i,-7%,42,-1%
Cc1cc(C)c(Nc2n[nH]c(=S)s2)cc1C,.,-4%,.,0.5%,.,i,.,19,14%
Cc1sc2nc(SCC(=O)N3CCOCC3)[nH]c(=O)c2c1C,3%,-9%,3%,0.1%,-15%,i,?,-6,-20%
Cc1ccccc1NC(=O)COc1coc(CN2CCN(Cc3ccccc3)CC2)cc1=O,-12%,9%,-3%,-0.3%,13%,i,-27%,8,1%
CCOC(=O)C1=C(CSc2nc3c(cc2C#N)CN(C)CC3)OC(N)=C(C#N)C1c1ccccc1 (stereo unspecified),-7%,36%,-6%,3.4%,?,i,21%,2,3%
CCn1cc(CNC(=O)C2CCC(=O)N(C3CCCCCC3)C2)cn1 (stereo unspecified),10%,-12%,1%,-0.8%,1%,i,20%,i,2%
Cc1cc2ncn(-c3nnnn3-c3ccccc3)c2cc1C,3%,-7%,-1%,0.1%,6%,i,-19%,-12,-24%
CCOc1sc2nc(C)n(CC(=O)Nc3cccc(C)c3)c(=O)c2c1C,0%,8%,1%,-0.5%,.,i,7%[9.27 µM],.,-9%
CCCSc1nc2c(=O)[nH][nH]c(=O)c2n1Cc1ccccc1,5%,27%,-6%,-1.6%,-3%,i,11%,24,5%
NC(=O)c1cc(NC(=O)CCNS(=O)(=O)c2cccc(C(F)(F)F)c2)cc(C(N)=O)c1,-7%,0%,2%,0.4%,-2%,i,10%,2,2%
C=CCn1c(SCC(=O)Nc2cccc(OC)c2)nnc1-c1cccnc1,7%,6%,-1%,-0.4%,0%,i,-9%,20,-1%
COc1cc(/C=C(\C#N)c2nc3ccc(C)cc3[nH]2)ccc1OCc1ccc(C)cc1,44%[activator],?,?,8.8%,.,.,?,.,-6%
CC(C)NS(=O)(=O)c1ccc(OCC(=O)NC(C)c2ccccc2)cc1 (stereo unspecified),.,24%,-8%,0.1%,0%,?,?,8,18%
CC(C1CC1)N(C(=O)c1ccccc1[N+](=O)[O-])c1ccccc1 (stereo unspecified),-10%,-1%,5%,-0.6%,6%,i,-1%,-14,-11%

# Quoted at random: 2 records from the list
SMILES,ATXN2 expr inh,TGFb inhibitor,A549 tox,Nrf2 activator,MCF10A rereplic,ATXN viability,Nrf2 block,IL1B secr inh,HepG2 tox
Cc1cc(N2C(=O)C3C4CC(c5ccccc5)C(C4)C3C2=O)no1 (stereo unspecified),-15%[11.3 µM],9%,-1%,-0.4%,5%,i,-29%,17,3%
CCOc1cc(/C=C2\C(=O)ON=C2c2ccccc2)cc(Br)c1O,?,-19%,?,2.5%,9.2µM*,?,?,-104*,4%
